Efa HMGR inh – inhibitors of class II HMG-CoA reductase from Enterococcus faecalis; purified E. faecalis HMGR, NADPH absorbance 340 nm kinetic; 190,000 tested, 0.41% active; AID 1066; inhibition, % at 10 µM;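 active = inhibition above a set limit, the median over all tested compounds plus 3 SD, cut at about 9.5% in these data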;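 also: enzyme runs in reverse so mevalonate oxidation gives rising NADPH absorbance; 0% = complete reaction with DMSO and 100% = background rate lacking mevalonate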
TNAP inh no acc – inhibitors of human TNAP without phosphate acceptor; purified TNAP, CDP-star luminescence, 30 min; inhibition, % at 20 µM; 200,000 tested, 0.26% active; AID 1012;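 active = tissue-nonspecific alkaline phosphatase inhibition above about 50% at 20 µM in the single-dose screen, limit read from the data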;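 also: 0% = DMSO negative control and 100% = EDTA positive control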
Target sequence (P05186 whole entry, looked up): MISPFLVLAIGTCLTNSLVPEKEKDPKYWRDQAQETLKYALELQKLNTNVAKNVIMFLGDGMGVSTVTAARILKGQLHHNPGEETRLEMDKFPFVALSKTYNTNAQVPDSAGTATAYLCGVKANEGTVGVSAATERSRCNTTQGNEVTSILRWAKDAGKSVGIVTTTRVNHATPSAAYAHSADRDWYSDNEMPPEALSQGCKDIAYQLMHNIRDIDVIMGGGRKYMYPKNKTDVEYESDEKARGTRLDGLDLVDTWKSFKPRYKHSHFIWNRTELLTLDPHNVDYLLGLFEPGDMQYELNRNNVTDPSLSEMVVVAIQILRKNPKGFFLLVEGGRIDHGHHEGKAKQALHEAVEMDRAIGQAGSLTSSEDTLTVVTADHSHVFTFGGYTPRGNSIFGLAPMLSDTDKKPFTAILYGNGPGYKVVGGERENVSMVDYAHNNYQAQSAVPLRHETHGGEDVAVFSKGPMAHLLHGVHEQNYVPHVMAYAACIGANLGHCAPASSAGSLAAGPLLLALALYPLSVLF
L major viab – inhibitors of Leishmania major promastigote growth | Leishmania major promastigotes, resazurin fluorescence viability | inhibition, % at 10 µM | 200,000 tested, 9% active; in the data active = inhibition above about 50%;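 also: promastigotes grown with compound for 44 hours at 28 °C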
S1P3 antag – antagonists of human S1P3 receptor; Q99500; CHO S1P3 NFAT-BLA reporter, FRET fluorescence, antagonist mode; inhibition, % at 4.98 µM; 170,000 tested, 0.27% active;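 active = inhibition above the plate cutoff, the mean inhibition of test wells on that plate plus 3 SD, cut at about 28% in these data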;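 also: cells challenged with S1P at its EC80 of 0.8 µM; blue over green emission ratio from cleaved BLA substrate after 4 h stimulation; 0% = S1P-stimulated wells and 100% = unstimulated DMSO-only wells; some compounds past the cut are filed as inactive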
Target sequence (Q99500 whole entry, looked up): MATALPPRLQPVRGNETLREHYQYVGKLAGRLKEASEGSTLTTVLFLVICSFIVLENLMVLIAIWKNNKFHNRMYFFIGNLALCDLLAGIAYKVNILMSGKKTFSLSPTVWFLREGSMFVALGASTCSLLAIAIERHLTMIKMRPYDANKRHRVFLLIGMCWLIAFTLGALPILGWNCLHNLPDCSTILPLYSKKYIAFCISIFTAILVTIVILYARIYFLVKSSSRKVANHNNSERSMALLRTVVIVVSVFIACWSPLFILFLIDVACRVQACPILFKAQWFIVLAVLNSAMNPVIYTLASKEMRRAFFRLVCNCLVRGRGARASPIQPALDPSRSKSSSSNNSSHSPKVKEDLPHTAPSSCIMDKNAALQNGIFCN
PMI activator – increases human mannose-6-phosphate isomerase activity; P34949; purified human PMI, coupled resazurin fluorescence, 20 min; hits give high values; 1 = vehicle control, 0 substrate-free wells; activation factor at 20 µM; 190,000 tested, 0.005% active; AID 1214;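 active = activation factor of 2 or more at 20 µM, relative to plate controls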
RAM inhibit – blocks the yeast RAM network. 190,000 tested, 1.8% active. AID 868. inhibition, % at 50 µM. S. cerevisiae dse1pr::URA3 reporter, 5-FOA growth OD615, 2 d; analog-sensitive cbk1-as2 kinase mutant strain;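 active = inhibition above a set limit, 3 SD over mean compound inhibition, cut at about 8.4% in these data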;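 also: 0% = DMSO-only wells with no growth and 100% = 10 µM 1-NA-PP1 full growth; inhibition rescues growth on 5-FOA so higher OD means more RAM inhibition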
TNAP inh hiacc – TNAP (human) inhibition, high acceptor; inhibition, % at 20 µM; purified TNAP, CDP-star luminescence, 1 M DEA; P05186; 200,000 tested, 0.03% active;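 active = over 50% inhibition of tissue-nonspecific alkaline phosphatase at 20 µM in the single-dose screen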;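 also: plate controls were DMSO wells for no effect and EDTA-quenched wells as full inhibition for full effect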
PMI act hi M6P – increases human PMI activity with near-saturating mannose 6-phosphate | AID 1216 | 190,000 tested, 0.34% active | coupled PMI enzyme assay, resazurin fluorescence, 20 min; hits give high values; 1 = untreated enzyme, 0 = substrate-free blank | activation factor at 20 µM;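 active = activation factor of 2 or more at 20 µM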
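Material: human phosphomannose isomerase with PGI, G6PDH, diaphorase coupling enzymes. Quantity: 15 ng/mL PMI. Medium: HEPES pH 7.4 buffer with MgCl2 and Tween-20. Reagent: Near-saturating mannose-6-phosphate, 1.0 mM. Compound: 20 µM single dose. Times: enzyme reaction with compound 20 min at room temperature. Detection: resorufin fluorescence at Ex 544/Em 590 nm.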
Hsp70 act – Hsp70 transcriptional activation, primary screen; HeLa Hsp70 promoter luciferase reporter, luminescence; scaled: vehicle 0, proteasome-inhibitor control 100%; activation, % at 10 µM; 200,000 tested, 0.04% active;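 active = activation above the mean across all tested compounds plus 3 SD, cutoff set per campaign, cut at about 5.5% in these data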;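 also: 100% = MG132 at 30 µM as the positive control and 0% = DMSO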
Redox H2O2 prof – compounds producing H2O2 with reducing agent – biochemical, NIH compound library profiling, artefact control for MLSCN library redox annotation, primary screen; AID 878; DTT-dependent redox cycling H2O2, phenol red/HRP absorbance; 100% = 100 µM peroxide control, 0% = buffer; 200,000 tested, 0.03% active; activation, % at 10 µM;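 active = activation of at least 50% relative to the plate's high and low controls in the primary single-dose screen; inactive = activation below 50%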;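 also: compound incubated with DTT at 0.8 mM final as the reducing agent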
* marks the source's active call; other numbers are inactive results; nt = no result given.

SMILES	Efa HMGR inh	TNAP inh no acc	L major viab	S1P3 antag	PMI activator	RAM inhibit	TNAP inh hiacc	PMI act hi M6P	Hsp70 act	Redox H2O2 prof
CN(C(=O)CO/N=C/c1ccc(Cl)cc1)c1ccccc1	-1	-5	-1	7	1.1	-2.0	-5	0.9	0.2	-1.5
CC(C)(C)c1cc(C(=O)O)c(CN2CCCCC2)o1	1	-11	0	15	1	3.9	-5	1	-0.5	0.3
c1ccc2c(c1)nc(-c1ccncc1)n1nnnc21	-1	-15	5	-6	1	0.9	-5	1	-0.3	2.4
CCc1ccc(NC(=O)CSc2nc3ccsc3c(=O)n2CCCCCC(=O)O)cc1	-2	-5	6	-17	1	4.9	-3	1	-0.4	-0.5
COc1ccc(NC(=O)CCSc2nnc(C)s2)cc1	-9	-6	-4	nt	1	0.4	1	1	-0.1	0.0
Fc1ccc2c(c1)C(c1ccncc1)=NNC(c1ccccc1)=N2	-6	-12	2	-17	1	0.6	-4	1	-0.5	0.1
Cc1ccc(Nc2nnc(SCC(=O)NCCN3C(=O)CSC3=O)s2)cc1C	-10	4	-5	-15	0.9	3.5	5	0.8	0.0	-0.5
O=C(NCc1ccc(Cl)cc1)c1noc2c1CCCCC2	-3	-6	-6	-2	0.8	0.8	-2	0.8	0.8	-3.1
CCCOC(=O)C1=C(C)NC2=C(C(=O)CCC2)C1c1cccc(OC)c1OC (stereo unspecified)	-1	-18	7	16	1	0.3	-6	1	-0.2	-0.6
C/C(=N\NC(=O)c1cccnc1)c1ccc(-n2ccnc2)cc1	4	-7	-1	-12	1	2.4	-4	0.9	-0.1	0.5
CCCCn1c(CCn2nc(C)c(Br)c2C)n[nH]c1=S	0	7	-6	nt	0.9	2.0	-2	1	-0.5	-1.7
CC(C(=O)NCC1CCCO1)n1cc([N+](=O)[O-])cn1 (stereo unspecified)	3	-1	-10	-6	0.9	0.8	3	0.9	0.0	-0.4
O=C(O)c1c[nH]c2ccc(F)cc2c1=O	-1	9	-3	-25	1	3.0	-5	0.9	-0.4	0.4
O=c1cc(N2CCc3ccccc32)[nH]c(=O)n1-c1ccccc1	3	-10	9	nt	1	0.2	-4	0.8	0.3	3.1
CC(=O)N1c2ccccc2NC2=C(C(=O)CCC2)C1c1ccc(F)cc1 (stereo unspecified)	4	-7	0	-2	0.9	0.4	-6	0.9	0.0	0.0
NC(=O)NC(=O)CC1S/C(=N/N=C2/NC(=O)CS2)NC1=O (stereo unspecified)	0	8	-7	-9	0.9	0.4	0	0.8	-0.2	6.9
CCOC(=O)CNC(=O)c1sc(NC(=O)c2ccccc2)nc1C	1	-13	-2	nt	1.1	3.0	-5	1.1	-0.6	0.7
CCOC(=O)N1CCC(Nc2nc(OC)nc(OC)n2)CC1	-4	-16	-2	nt	1.1	1.9	-5	1	-0.3	0.1
O=C(CN1CCOCC1)NNC(=S)Nc1ccccc1	-2	-73	0	-19	1	0.1	-4	1	-0.2	-0.8
CSc1cccc(NC(=O)CN(C)S(=O)(=O)c2ccc(C)cc2)c1	-4	6	17	nt	1.1	1.3	-6	1.1	-0.2	0.3

Reformatted comma-delimited: two of the compounds above
molecule,Efa HMGR inh,TNAP inh no acc,L major viab,S1P3 antag,PMI activator,RAM inhibit,TNAP inh hiacc,PMI act hi M6P,Hsp70 act,Redox H2O2 prof
CC(C(=O)NCC1CCCO1)n1cc([N+](=O)[O-])cn1 (stereo unspecified),3,-1,-10,-6,0.9,0.8,3,0.9,0.0,-0.4
O=C(O)c1c[nH]c2ccc(F)cc2c1=O,-1,9,-3,-25,1,3.0,-5,0.9,-0.4,0.4

The list goes on.
SMILES	Efa HMGR inh	TNAP inh no acc	L major viab	S1P3 antag	PMI activator	RAM inhibit	TNAP inh hiacc	PMI act hi M6P	Hsp70 act	Redox H2O2 prof
COc1ccc2c(Cl)c(-c3nnco3)sc2c1	-4	-10	0	-5	1	3.0	-3	1	-0.3	0.6
CCOC(=O)Cn1c(-c2cccnc2Cl)nc2cc(C)c(C)cc21	-1	-10	-3	nt	1	1.2	1	1.1	-0.4	3.0
CCOC(=O)c1sc(NC(=O)c2cc(-c3ccc(C)cc3)nc3ccccc23)c(C#N)c1C	4	-13	-2	nt	0.3	5.5	-2	0.8	0.0	-7.2
CCOc1cccc(-c2nnc3sc(COc4ccc(Cl)cc4)nn23)c1	1	-8	-4	-12	1	5.4	-5	1	-0.3	0.0
O=C(NC1CCCCCCC1)c1cc(-c2ccccn2)nc2ccccc12	2	-5	6	-8	1	0.0	0	1	-0.4	-0.2
OCCNCCCOc1ccc(Cl)cc1Br	-6	-10	87*	nt	0.9	-1.5	-6	0.9	-0.4	1.4
O=C(/C(C=Nc1ccc(Br)cc1)=C(/O)c1ccco1)C(F)(F)F	-2	-11	-1	0	1.1	1.3	-1	1.3	0.0	0.4
S=C1NC2=C(C(c3ccc(Br)cc3)N1)N1CCC2CC1 (stereo unspecified)	0	-8	0	nt	0.9	0.1	-2	1	0.5	2.6
COc1ccc(OC(C)C(=O)NCCC2=CCCCC2)cc1 (stereo unspecified)	-4	-2	10	8	1	0.2	-3	0.9	-0.4	0.8
O=C(NCCNS(=O)(=O)c1cccc(C(F)(F)F)c1)c1cc(OCC(F)(F)F)ccc1OCC(F)(F)F	0	-7	-7	nt	1.1	4.7	3	1.1	0.0	2.5
Cc1cccc(COCC(CC(C)C)N2CCN(C(=O)c3ccc(C(F)(F)F)cc3)CCC2=O)c1 (stereo unspecified)	-7	0	9	1	1.1	1.9	-2	1.1	0.0	-0.8
Cn1c(/N=C/c2cccs2)nc2ccccc21	-1	-9	19	17	1	2.8	-7	1	0.0	-0.5
COc1ccccc1NC(=O)CN(C)S(=O)(=O)c1ccc(F)cc1	-1	-5	-7	-2	1.1	1.4	-9	1	-0.2	-0.3
Cc1cc(-n2c(SCCC#N)nnc2-c2cccnc2)ccc1Cl	-2	-8	-3	nt	1	4.9	0	1	-0.1	-0.9
COc1ccc(OCc2cccc(C(=O)NN)c2)cc1	-5	-6	-9	17	0.9	0.6	-2	0.9	-0.6	-0.1
O=C(Nc1ncc2c(n1)-c1ccccc1OC2)c1ccc(Cl)cc1Cl	2	-12	-8	nt	0.9	3.0	-4	0.9	0.0	0.9
COc1ccc(S(=O)(=O)Nc2nnc(C)s2)cc1	-2	-11	0	9	0.9	0.7	-6	1	0.2	1.9
CCCc1cc(NCC2CCCO2)n2c(nc3ccccc32)c1C#N (stereo unspecified)	1	-23	78*	nt	0.8	-0.1	-13	0.9	0.1	-0.2
O=C(CCN1CCN(S(=O)(=O)c2ccc(Br)cc2)CC1)Nc1ccccc1F	-3	-11	-7	8	1.1	2.3	-3	1.1	0.0	-1.0
Cc1ccc(CC(=O)Nc2nc3c(s2)CCCC3)cc1	1	-12	-1	nt	0.9	-0.8	-6	1	-0.4	0.0
CCC(C)(C)NC(=O)C(c1cccn1C)N(C(=O)Cn1nnc2ccccc21)c1ccccc1OC (stereo unspecified)	-8	-11	23	5	1.1	3.1	-5	1	-0.3	1.7
CCCCNC(=O)COC(=O)CCC(=O)c1ccc(Cl)cc1	-2	-8	-7	-18	1	2.1	-3	1	-0.4	0.0
O=C(c1cccn2c(=O)c3ccccc3nc12)N1CCN(Cc2ccc3c(c2)OCO3)CC1	-2	-7	4	nt	0.8	2.6	-1	0.8	-0.3	-0.5
c1cnc(N2CCN(Cc3ccc4c(c3)OCO4)CC2)cn1	0	-2	-1	-5	1.1	-0.6	-4	1.1	-0.1	0.1
CCOC(=O)/C=C/C(=O)OCC(=O)NCc1ccccc1	-3	-6	55*	11	1	0.9	6	1.1	-0.4	0.0
Cc1ccc(Cc2nc(-c3cccnc3)no2)cc1	2	11	26	13	1	-0.2	-6	1.1	-0.3	-0.7
Cn1nnc(-c2ccc(OCc3ccccc3F)cc2)n1	3	-12	-12	-38	0.9	2.3	-7	1	-0.2	1.4
CCN1CCc2nc(NC(=O)CC(c3ccccc3)c3ccccc3)sc2C1	3	3	56*	nt	1.1	-0.7	-2	1	0.0	2.4
O=C(CCCCCCN1C(=O)c2ccccc2C1=O)NC1CCCCC1	0	0	1	nt	1	3.0	-2	1.1	-0.5	0.8
O=C(COC(=O)c1oc2ccccc2c1CSc1ccc(Cl)cc1)NC1CCCC1	-4	-11	0	-15	0.9	0.0	-4	1	-0.4	-0.5
COc1cc(OC)c(NC(=O)c2ccc(Br)o2)cc1Cl	-3	-10	-3	16	1	3.5	-3	1	0.0	1.8
Cc1oc2cc(OC(C)C(=O)O)ccc2c(=O)c1Oc1ccccc1 (stereo unspecified)	-3	-14	-7	-1	1	1.6	-1	1	-0.4	0.1
COc1cccc(-n2c(COc3ccc(C)cc3)nnc2SCC(N)=O)c1	-4	-11	-5	-17	1.1	1.8	-8	1	0.0	3.4
Cc1[nH]n(-c2ccc([N+](=O)[O-])cc2)c(=O)c1C=NCCc1ccc(S(N)(=O)=O)cc1	-3	1	0	-12	0.8	3.3	1	0.9	-0.1	-0.8
COc1cccc(NC(=O)C(OC(=O)c2ccc([N+](=O)[O-])o2)c2ccccc2)c1 (stereo unspecified)	2	-7	-5	16	1	2.5	-3	0.8	-0.2	92*
O=C(Nc1ccccc1N1CCN(C(=O)c2ccccc2)CC1)c1ccc(Cl)cc1	-4	2	38	-17	0.9	2.0	-4	0.9	-0.1	-1.8
COC(=O)C1=C(N)Oc2cc(N(C)C)ccc2C1c1ccccc1OC (stereo unspecified)	-8	-5	15	60*	1.1	1.0	-3	0.7	0.1	0.2
COc1ccc2c(c1)c(=O)oc1cc3occ(C(C)(C)C)c3cc12	-9	-22	-2	nt	1.1	1.7	-4	1.1	-0.1	-0.1
Cc1nc2ccc(NC(=O)Cc3ccsc3)cc2s1	-3	-15	-6	nt	0.9	-1.1	-5	1	-0.1	0.0
CCO/N=C(\C)c1c(O)c(CC)c(-c2ccccc2)n(-c2ccccc2)c1=O	-6	-8	-6	nt	0.9	2.0	2	0.9	-0.1	-1.4
COc1cccc(CNc2ncc(Br)cc2Br)c1O	-4	-4	-4	nt	0.9	1.6	1	1	0.1	-0.9
COc1ccc(CNC(=O)c2ccc(N3CCOCC3)c([N+](=O)[O-])c2)cc1	-2	-5	0	-9	1	0.2	1	1	1.5	0.2
CCc1ccc(-c2nnn(Cc3nc4ccccc4s3)n2)cc1	-5	-9	-7	-1	1	0.1	1	1.1	-0.1	-1.1
Cn1cnnc1-c1cccc(NC(=O)c2cc(F)c(F)cc2Cl)c1	-5	-13	6	1	1	4.2	-8	1	-0.3	-0.2
CCOC(=O)Cc1csc(NC(=O)CSc2nnc(C(C)C)n2CC)n1	-5	-11	-6	-21	1	0.8	-4	0.9	-0.2	0.5
O=C(C[n+]1cccc(/C=N/O)c1)N1CCCc2ccccc21	-1	-18	-3	6	1.1	1.3	-5	1.1	0.0	-2.1
Cc1nc2c(c(=O)n1Cc1ccco1)c1nc3ccccc3nc1n2Cc1ccccc1	nt	-8	nt	10	1	nt	-1	1.1	nt	nt
CC(OC(=O)C1=COCCO1)C(=O)Nc1ccccc1C#N (stereo unspecified)	-2	-7	-4	16	1	2.4	-8	1	0.0	-0.3
